MITF primary – blocks human microphthalmia-associated transcription factor | O75030 | AlphaScreen MITF homodimerization, bead proximity signal | inhibition, % at 2.6 µM | 0.91% of 650,000 active | AID 1259374; in the data active = inhibition above about 50%;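 note: 0% = vehicle wells with protein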
GPR151 activ – human GPR151 activation | 1% of 650,000 active | AID 1508602 | Q8TDV0 | activation, % at 11.2 µM | PathHunter beta-arrestin GPR151 cells, luminescence; in the data active = activation above about 4.9%;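 note: 0% = median of compound wells and 100% = cells with positive control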
Target sequence (Q8TDV0 whole entry, looked up): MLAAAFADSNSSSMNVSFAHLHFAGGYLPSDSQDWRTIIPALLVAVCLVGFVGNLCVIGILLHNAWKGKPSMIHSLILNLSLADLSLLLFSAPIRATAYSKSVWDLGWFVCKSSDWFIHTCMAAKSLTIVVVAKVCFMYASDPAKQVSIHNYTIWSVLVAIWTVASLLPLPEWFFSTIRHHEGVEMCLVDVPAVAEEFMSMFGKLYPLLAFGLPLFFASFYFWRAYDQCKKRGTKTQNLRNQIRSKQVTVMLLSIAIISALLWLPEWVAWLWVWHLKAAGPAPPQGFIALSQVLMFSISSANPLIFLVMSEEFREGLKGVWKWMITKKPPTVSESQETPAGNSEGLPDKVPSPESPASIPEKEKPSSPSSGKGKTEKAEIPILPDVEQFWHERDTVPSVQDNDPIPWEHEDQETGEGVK
TEAD-YAP inh – TEAD-YAP interaction inhibition. HEK-TIYL cells, TEAD-Gal4/YAP UAS-luciferase luminescence. inhibition, % at 9.12 µM. 1.4% of 640,000 active. AID 1259422; in the data active = inhibition above about 32%;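 note: 0% = median of test compound wells and 100% = reference inhibitor wells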
FBW7 activator – activators of human E3 ligase FBW7 | Q969H0 | AlphaScreen FBW7–phospho-cyclin E peptide binding, activator screen | normalized activity (activation), % at 26.1 µM | 0.13% of 650,000 active; in the data active = normalized activity above about 1.9%;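 note: purified mutant Fbw7 with reduced substrate affinity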
Target sequence (Q969H0 whole entry, looked up): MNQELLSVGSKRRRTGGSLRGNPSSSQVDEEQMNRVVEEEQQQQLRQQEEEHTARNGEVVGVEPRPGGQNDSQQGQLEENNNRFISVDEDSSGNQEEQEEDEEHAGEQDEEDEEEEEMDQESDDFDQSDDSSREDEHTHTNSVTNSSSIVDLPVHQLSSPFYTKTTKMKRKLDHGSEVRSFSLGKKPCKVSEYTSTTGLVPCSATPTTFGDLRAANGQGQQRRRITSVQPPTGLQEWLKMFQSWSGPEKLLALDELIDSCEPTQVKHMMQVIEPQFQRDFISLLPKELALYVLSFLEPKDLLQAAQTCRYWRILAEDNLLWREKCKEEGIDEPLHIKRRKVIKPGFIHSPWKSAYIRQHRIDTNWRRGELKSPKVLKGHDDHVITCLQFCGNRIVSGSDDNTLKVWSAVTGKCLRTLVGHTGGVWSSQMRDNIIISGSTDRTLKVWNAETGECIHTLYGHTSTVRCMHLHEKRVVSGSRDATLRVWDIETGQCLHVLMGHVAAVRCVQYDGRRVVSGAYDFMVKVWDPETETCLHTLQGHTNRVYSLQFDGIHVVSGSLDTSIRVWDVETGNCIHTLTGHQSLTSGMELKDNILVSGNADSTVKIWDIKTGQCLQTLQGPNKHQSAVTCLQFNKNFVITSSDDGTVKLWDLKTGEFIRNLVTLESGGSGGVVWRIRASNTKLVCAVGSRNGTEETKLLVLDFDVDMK
* marks the source's active call; other numbers are inactive results; & = joins results of further samples.

SMILES	MITF primary	GPR151 activ	TEAD-YAP inh	FBW7 activator
CC1CCCCN1C(=O)/C=C/c1ccc([N+](=O)[O-])cc1 (centres undefined)	9	1.6	-22	0.0
CCSc1nc2sc3c(c2c(=O)n1-c1ccc(C)cc1)CCc1ccccc1-3	14	-2.0	-5	0.2
COc1ccc2nc(/C(C#N)=C\c3cc4c(cc3OC)OCO4)[nH]c2c1	9	5.7*	-12	-0.1
O=C(Nc1nnc(Cc2ccccc2)s1)c1ccco1	21	-0.3	-26	0.4
Cc1ccc(Cl)cc1N1C(=O)NC2CC1(C)Oc1ccccc12 (centres undefined)	-166	0.5	12	-0.1
CCN1CCN(CCC(=O)Nc2ccc3c(c2)CCC3)CC1	1	-0.1	11	0.2
COC(=O)C(C)CC(C)C(=O)N1CCOCCOCCOCCOCCOCC1 (centres undefined)	12	0.6	-3	0.4
Fc1ccc(N2CC3C4C=CC(C4)C3C2)cc1 (centres undefined)	8	-0.4	-2	0.0
C/C(CC(=O)Nc1ccccc1)=N\NC(=O)COc1ccc(Br)c(C)c1	-4	0.0	-4	-0.1
COc1ccccc1-n1c(SCC(=O)Nc2ccccc2C)nnc1-c1ccncc1	-2	0.0	-10	-0.1
O=Cc1cccc(-c2ccc(OCc3ccccn3)nc2)c1	5	-0.3	-62	-0.2
N#CC1=C(N)Oc2n[nH]c(-c3ccc(Br)cc3)c2C12C(=O)N(CC(=O)O)c1ccccc12 (centres undefined)	7	1.3	-11	0.0
CCOC(=O)c1c(Cl)nc2c(Br)cc(N)c3c2c1-c1ccccc1C3=O	-8	-1.2	-21	0.2
Clc1ccc(/C=N/Nc2nn[nH]n2)c(Cl)c1	0	-0.5	5	-0.3
CC1CN(C(=O)N2CCC(C(=O)NCc3ccccc3F)CC2)c2cc(Cl)ccc2O1 (centres undefined)	-9	-2.0	3	0.6
COc1ccc(-c2nc3ccccc3c(=O)n2NC(=O)c2cccc(Cl)c2)cc1OC	4	0.0	-2	0.0
O=C(Nc1cccc(F)c1)c1ccco1	6	-3.8	-44	0.1
O=C(Cc1cccc(Cl)c1)NC1CCCCC1	9	-0.3	-3	0.0
CCOC(=O)C1=C(N)n2c(s/c(=C\c3cccc(Br)c3)c2=O)=C(C(=O)OCC)C1c1cccc(Br)c1 (centres undefined)	-7	0.1	-2	0.0
COc1ccc(NC(=O)N2CCC(CO)(Cc3ccc(Cl)cc3)CC2)cc1OC	-8	2.2	1	0.0
CCCCCC(=O)Nc1ccc(NC(=O)c2cccs2)cc1	12	-0.9	3	0.3
CCOC(=O)c1ccc(COC(=O)c2ccccc2NC(C)=O)c(Br)c1	3	4.9	-6	0.1
CC1(C)OC(=O)C(=CNC(CO)C(=O)O)C(=O)O1 (centres undefined)	6	0.7	3	0.2
COc1ccc(NC(=O)Cc2ccccc2)c(OC)c1	-5	-0.7	1	-0.1
COc1cc(/C=C2/SC(NC(C)=O)=NC2=O)cc(I)c1O	21	3.7	-14	0.2
CC(NS(=O)(=O)c1ccc(F)c(Cl)c1)C(=O)O (centres undefined)	0	0.4	6	0.2
O=c1/c(=C\c2ccc(-c3ccc(F)cc3)o2)sc2nc3ccccc3n12	-16	-1.3	8	0.0
CC(O)Cc1nnc(SCC(=O)Nc2ccc(Cl)cc2)n1-c1ccccc1 (centres undefined)	1	1.0	4	-0.1
COC1(OC)N=C(N)C2(C#N)C(c3ccc(F)cc3)C12C#N (centres undefined)	55*	0.0	-12	0.0
COc1cccc(/C=C/C(=O)C2C(=O)c3ccccc3C2=O)c1	3	-1.5	5	0.4
O=C(NCc1cc(F)cc(F)c1)c1cn2cc(-c3cn[nH]c3)ccc2n1	20	-0.6	-7	0.1
CCCCNS(=O)(=O)c1ccc(N)c(N)c1	-6	1.3	-3	0.0
O=c1nc(N/N=C/c2cc([N+](=O)[O-])ccc2O)cn[nH]1	24	-0.3	6	0.0
CN1CCCC(C(=O)Nc2ccc(-c3nc4ccccc4[nH]3)cc2)C1 (centres undefined)	19	0.2	19	0.2
COc1cccc(C(=O)NCC(=O)N/N=C/c2ccccc2OC)c1	-5	-0.3	6	-0.1
CC(=O)c1cc2c(cc1NC(=O)c1cc(C)nn1-c1ccccc1)OCO2	4	2.0	0	-0.1
CCSc1nnc(NC(=O)CSc2nnc(CNC(=O)c3cccs3)n2-c2ccc(Cl)c(Cl)c2)s1	1	-0.8	-3	0.1
CCc1ccc(OC)c(S(=O)(=O)N2CCc3ccccc32)c1	10	-0.4	-2	1.1
Cc1ccc(N2C(=O)CC(Sc3nnc(C)s3)C2=O)cc1 (centres undefined)	0	0.5	-7	0.0
CCOc1ccc(C2C(C#N)=C(N)N(c3sc4c(c3C#N)CCCCC4)C3=C2C(=O)CCC3)cc1 (centres undefined)	-1	0.0	-5	-0.1
CCC(C)(C)n1nnnc1CN1CCN(c2cccc(C(F)(F)F)c2)CC1	-10	-0.4	-4	-0.1
Cc1ccc(N/C(N)=N/c2nc(C)cc(N3CCCC3)n2)c(C)c1	4	1.3	34*	-0.1
Cc1cc(C(F)(F)F)c2c(N)c(C(=O)NCc3cccs3)sc2n1	8	-2.3	-8	0.2
CCOC(=O)C1CCN(C(=O)Cn2ncc3c(=O)oc4ccccc4c32)CC1	-11	-0.4	3	0.1
CCOc1ccc2nc(SCC(=O)N3c4ccccc4-c4c(ssc4=S)C3(C)C)sc2c1	6	1.1	7	0.0
O=S(=O)(c1ccc(F)cc1)N1CCn2c(nc3ccccc32)C1	-7	-0.5	7	0.0
COC(=O)c1c(S(=O)(=O)Nc2ccc(Cl)cc2)sc2c1CCN(CC1CC1)C2	8	-0.9	-1	0.1
CCOc1ccc(CC(=O)Nc2ccc(-c3ccc4nncn4n3)cc2)cc1	-6	-1.0	0	0.0
O=C(NCc1cccnc1)c1cc(F)c(F)cc1Cl	-8	3.0	-4	0.0
Cc1ccc2cc(S(=O)(=O)N3CCOCC3)ccc2c1	-1	0.2	-6	0.0
Cc1ccc(C2CC(C(F)(F)F)n3nc(C(=O)Nc4cccnc4)cc3N2)cc1 (centres undefined)	7	-0.4	-5	-0.2
CC(C)(C)C1CCc2c(sc(NC(=O)c3cccs3)c2C(=O)N2CCOCC2)C1 (centres undefined)	17	-0.1	1	-0.1
C=CCOc1ccc(C2C(C(=O)OCC)=C(C)N=c3s/c(=C/c4ccc(C)o4)c(=O)n32)cc1OCC (centres undefined)	10	0.1	6	0.1
Cc1cc(C)c(S(N)(=O)=O)c(C)c1N(C)S(=O)(=O)c1ccc(Cl)cc1	-10	0.8	-10	0.1
O=C(Nc1nnc(COc2ccc(Br)cc2Br)s1)c1ccc2c(c1)OCO2	7	0.3	-9	0.3
COc1ccc(C(=O)c2c(C)oc3cc([N+](=O)[O-])c(O)c([N+](=O)[O-])c23)cc1	3	-0.8	-8	0.1
CC(=O)NC1N=C(C)N(c2ccccc2)C1=O (centres undefined)	-8	-0.5	-6	-0.1
CN1C(=O)/C(=C/c2ccccc2OCC(=O)O)N(C)C1=S	7	1.2	-3	-0.2
O=C(Nc1ccccc1)c1cc(S(=O)(=O)N2CCOCC2)c(Cl)cc1Cl	2	0.3	11	0.0
O=C1Nc2cc(C(=O)N3CCCC3)ccc2Sc2ccccc21	3	1.2	2	0.0

A section taken from the entries so far:
SMILES	MITF primary	GPR151 activ	TEAD-YAP inh	FBW7 activator
COc1ccc(C(=O)c2c(C)oc3cc([N+](=O)[O-])c(O)c([N+](=O)[O-])c23)cc1	3	-0.8	-8	0.1
CC(=O)NC1N=C(C)N(c2ccccc2)C1=O (centres undefined)	-8	-0.5	-6	-0.1
CN1C(=O)/C(=C/c2ccccc2OCC(=O)O)N(C)C1=S	7	1.2	-3	-0.2
O=C(Nc1ccccc1)c1cc(S(=O)(=O)N2CCOCC2)c(Cl)cc1Cl	2	0.3	11	0.0
O=C1Nc2cc(C(=O)N3CCCC3)ccc2Sc2ccccc21	3	1.2	2	0.0

The results go on.
SMILES	MITF primary	GPR151 activ	TEAD-YAP inh	FBW7 activator
Nc1ccccc1C(=O)N1CCC(c2nc(-c3ccncc3)no2)CC1	5	-0.4	-1	-0.1
CC1CCCCN1CCNC(=O)C(=O)Nc1ccc2nc3n(c(=O)c2c1)CCCCC3 (centres undefined)	4	-0.8	4	-0.2
O=C(O)c1ccc(COc2ccc3c(c2)CCC3)o1	10	-12	-74	0.1
Fc1ccc(CSc2nc(Nc3ccc(F)cc3)c3ccccc3n2)cc1	9	-0.1	-8	0.2
CCC1=C(c2ccccc2)[N+](=O)C(C)(c2cccc([N+](=O)[O-])c2)N1[O-] (centres undefined)	-1	0.1	0	-0.1
CCOC(=O)/C(=N\OC)c1csc(N)n1	2	-1.4	18	1.6
COc1cc(/C=C2\N=C(c3cccc(F)c3)OC2=O)cc(OC)c1	-11	-0.6	0	0.2
CC(=O)Nc1ccc(SCC(=O)NNC(=O)CC23CC4CC(CC(C4)C2)C3)cc1	-7	1.2	8	0.1
CN(c1ccc(C(=O)NCc2ccc(Cl)cc2)cc1)S(C)(=O)=O	9	-0.4	9	-0.1
CC1CCN(C(=O)CSc2nc3cc4c(cc3cc2C#N)OCO4)CC1	-5	0.1	-3	-0.1
COc1ccc(CCN2CC34C=CC(O3)C(C(=O)NCc3ccc(Cl)cc3)C4C2=O)cc1OC (centres undefined)	-7	0.2	-11	-0.1
COC(CNc1cc(-c2ccccn2)nc(-c2ccncc2)n1)OC	7	0.4	15	-0.1
CCN(CC)C(=O)Cn1cnc2sc(C(=O)Nc3c(C)cc(Br)cc3C)c(C)c2c1=O	-9	2.0	-6	0.0
CSc1ccc(C2OC(=O)C(=Cc3ccc(C)o3)C(=O)O2)cc1 (centres undefined)	13	0.7	2	0.1
COc1ccccc1C(=O)NCC(=O)N=Nc1c(O)n(C)c2ccccc12	-2	0.3	6	-0.1
C=CCn1c(-c2ccco2)csc1=Nc1cc(S(=O)(=O)N(C)C)ccc1C	13	2.0	7	-0.2
CN1C(=O)C(=Cc2ccc(-c3cc(C(=O)O)ccc3Cl)o2)C(=O)N(C)C1=S	-7	0.2	14	-0.3
CCc1cccc(CC)c1NC(=O)c1cc(S(=O)(=O)NC2CCCCC2)ccc1F	-4	1.8	-4	0.2
NC(=O)CSc1ccc2ccccc2c1	7	1.8	-3	0.2
Cc1ccccc1Cn1c(=O)n(Cc2ccc3c(c2)OCO3)c(=O)c2cccnc21	-3	-1.0	3	0.0
COc1ccccc1C(=O)NC1(C(F)(F)F)NC(=O)N(c2ccccc2)C1=O (centres undefined)	88*	0.1	5	0.0
COc1ccc(NC(=O)c2cc(Cl)ccc2Cl)cc1	-4	0.7	-12	0.1
CC1=C(C(=O)OC(C)C)C(c2ccc(C)cc2C)n2nc(-c3cccnc3)nc2N1 (centres undefined)	-7	-0.2	-1	0.0
CCN1C2=C(C#N)C(=O)CCCN2C(=O)c2ccccc21	15	-1.6	-20	0.1
CSc1cc(C)c2c(c1)COC1(CCN(C(=O)C(C)C)CC1)O2	16	1.1	18	0.3
CCCn1ncc(C(=O)N[C@@H](C)Cn2nnc3ccccc32)c1C	-1	0.6	-1	0.0
CCC(CO)NCc1ccc(Cl)cc1Cl (centres undefined)	3	0.3	1	0.1
CN1CCc2c(sc(NC(=O)c3cc4ccccc4o3)c2-c2nc3ccccc3s2)C1	6	0.5	-2	0.4
COc1cccc(CNC(=O)Nc2ccc(-c3cn[nH]c3)cc2N(C)C)c1	-4	1.9	28	-0.2
COCCN1C(=O)/C(=C/c2c(N3CCOCC3)nc3ccccn3c2=O)SC1=S	15	-1.4	2	0.1
OCc1ccc(-c2cnn3c(NCc4ccc(F)cc4)ccnc23)cc1	-15	-1.2	-22	0.0
Cc1nc(NCc2cccc(Cl)c2)sc1-c1ccn(CCN2CCOCC2)n1	-34	-0.8	-3	-0.1
COc1ccc(NC(=O)CC2C(=O)N(c3ccccc3)C(=S)N2CCc2ccc(Cl)cc2)cc1 (centres undefined)	0&5	1.8&1.3	0&-11	-0.1&0.0
CC(C)CC1(C(=O)O)NC(c2ccc(Cl)cc2)C2C(=O)N(c3ccc(F)cc3)C(=O)C21 (centres undefined)	11	3.3	-2	-0.1
O=S(=O)(NCc1ccc(F)cc1)c1cccc(S(=O)(=O)N2CCCC2)c1	-4	-1.2	-1	0.6
CCCOc1ccc(OC(=O)/C=C/c2ccc(OC)cc2)cc1	13	0.7	-2	0.0
COc1ccc(NC(=O)/C(=C/c2cccc([N+](=O)[O-])c2)NC(=O)c2cccs2)cc1Cl	-74	-0.3	-10	0.1
Cc1nc2c(C(=O)Nc3cccc(C(F)(F)F)c3)snc2c(=O)[nH]1	0	-0.5	-2	0.0
CCOC(=O)C1=C(N)N(c2ccc([N+](=O)[O-])cc2)C2=C(C(=O)CCC2)C1c1ccc(C(C)(C)C)s1 (centres undefined)	15	-1.5	-8	0.0
O=C1NC(=O)N(CC2CCCO2)C(=O)/C1=C\c1ccc(OCc2ccccc2)cc1 (centres undefined)	4	-3.2	-19	-0.5

Ordered by number of heavy atoms (smallest number first): part of the list above.
SMILES	MITF primary	GPR151 activ	TEAD-YAP inh	FBW7 activator
CSc1cc(C)c2c(c1)COC1(CCN(C(=O)C(C)C)CC1)O2	16	1.1	18	0.3
COc1ccccc1C(=O)NC1(C(F)(F)F)NC(=O)N(c2ccccc2)C1=O (centres undefined)	88*	0.1	5	0.0
CN1CCc2c(sc(NC(=O)c3cc4ccccc4o3)c2-c2nc3ccccc3s2)C1	6	0.5	-2	0.4

Entries listed so far that contain a tert-butyl group, in the order listed:
SMILES	MITF primary	GPR151 activ	TEAD-YAP inh	FBW7 activator
CC(C)(C)C1CCc2c(sc(NC(=O)c3cccs3)c2C(=O)N2CCOCC2)C1 (centres undefined)	17	-0.1	1	-0.1
CCOC(=O)C1=C(N)N(c2ccc([N+](=O)[O-])cc2)C2=C(C(=O)CCC2)C1c1ccc(C(C)(C)C)s1 (centres undefined)	15	-1.5	-8	0.0

Compounds were not picked by outcome (roughly 3.4% active in at least one column).
